Assay outcomes (PubChem)
core dimer inh – HCV core protein dimerization inhibition; TR-FRET GST/Flag-core106 dimerization, 1536-well; inhibition, % at 5 µM; 0.33% of 300,000 active; AID 1899;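 active = inhibition above the mean of all tested compounds plus 3 SD, set per screening campaign, cut at about 45% in these data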
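Assay system: Tagged HCV core106 pair (GST and Flag) | Buffer or medium: KF-containing HEPES buffer, pH 7.45, DTT, CHAPS, BSA | Also added: Eu donor and XL665 acceptor anti-tag antibodies | Dosing: One concentration, 5 µM, in 0.5% DMSO | Timing: 4 h at 22.5 °C | Technique: TR-FRET 671 and 617 nm emission | Repeats: Singlicate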
proCasp3 act – procaspase-3 (human) activation | activation, % at 8.5 µM | recombinant procaspase-3 D3A, Ac-DEVD-pNA absorbance 405 nm | 0.11% of 330,000 active | P42574;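 active = activation above the mean of all tested compounds plus 3 SD, cut at about 21% in these data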;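 also: 0% = DMSO alone and 100% = DMSO wells spiked with extra 5 µM PC-3 D3A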
Target sequence (P42574 whole entry D9A/D28A/D175A): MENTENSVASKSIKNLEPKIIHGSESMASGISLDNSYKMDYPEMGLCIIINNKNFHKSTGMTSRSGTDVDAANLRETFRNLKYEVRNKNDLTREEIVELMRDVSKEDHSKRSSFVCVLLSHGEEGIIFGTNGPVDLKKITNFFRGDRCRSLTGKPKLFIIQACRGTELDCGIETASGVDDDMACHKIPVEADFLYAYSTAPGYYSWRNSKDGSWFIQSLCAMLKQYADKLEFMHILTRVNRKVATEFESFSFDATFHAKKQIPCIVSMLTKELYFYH
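assay system = Procaspase-3 D3A mutant | signal = absorbance at 405 nm, 0 and 120 min | times = 1 h preincubation plus 2 h reaction at 25 °C | repeats = single replicate | read-out = % activation between DMSO and enzyme-spiked controls | medium = Zinc-free HEPES saline buffer with Triton X-100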
PAFAH2 inh – inhibitors of human PAFAH2; Q99487; recombinant PAFAH2, FP-rhodamine activity probe, fluorescence polarization; inhibition, % at 3.39 µM; 0.99% of 340,000 active; AID 492956;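 active = inhibition above the mean over all tested compounds plus 3 SD, cut at about 30% in these data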;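 also: inhibitors block probe labeling of enzyme so polarization drops; 0% = enzyme with DMSO and 100% = wells lacking PAFAH2 protein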
PP1 counter – counter-screen for PP5 inhibitors: inhibitors of human PP1-alpha; purified PP1alpha, OMFP fluorescence; 0.9% of 320,000 active; inhibition, % at 6.7 µM;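 active = inhibition above the mean inhibition of all tested compounds plus 3 SD, computed separately for each screening campaign, cut at about 15% in these data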
Target sequence (P62136 whole entry, looked up): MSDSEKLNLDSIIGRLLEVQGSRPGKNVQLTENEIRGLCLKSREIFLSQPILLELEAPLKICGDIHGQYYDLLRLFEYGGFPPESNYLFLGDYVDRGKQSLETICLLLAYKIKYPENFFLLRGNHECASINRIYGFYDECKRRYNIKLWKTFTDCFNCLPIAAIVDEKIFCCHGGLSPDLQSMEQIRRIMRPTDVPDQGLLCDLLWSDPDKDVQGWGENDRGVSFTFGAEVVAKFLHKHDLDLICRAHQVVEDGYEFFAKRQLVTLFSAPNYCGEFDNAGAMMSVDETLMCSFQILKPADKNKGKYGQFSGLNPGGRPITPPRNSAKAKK
PP5 primary – inhibitors of human protein phosphatase 5 (PP5); P53041; purified PP5c, OMFP substrate fluorescence; inhibition, % at 6.7 µM; 0.18% of 320,000 active; AID 1987;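 active = inhibition above the campaign's mean inhibition across all tested compounds plus 3 SD, cut at about 9.5% in these data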;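 also: 0% = DMSO only and 100% = 100 µM cantharidin control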
Target sequence (P53041 whole entry, looked up): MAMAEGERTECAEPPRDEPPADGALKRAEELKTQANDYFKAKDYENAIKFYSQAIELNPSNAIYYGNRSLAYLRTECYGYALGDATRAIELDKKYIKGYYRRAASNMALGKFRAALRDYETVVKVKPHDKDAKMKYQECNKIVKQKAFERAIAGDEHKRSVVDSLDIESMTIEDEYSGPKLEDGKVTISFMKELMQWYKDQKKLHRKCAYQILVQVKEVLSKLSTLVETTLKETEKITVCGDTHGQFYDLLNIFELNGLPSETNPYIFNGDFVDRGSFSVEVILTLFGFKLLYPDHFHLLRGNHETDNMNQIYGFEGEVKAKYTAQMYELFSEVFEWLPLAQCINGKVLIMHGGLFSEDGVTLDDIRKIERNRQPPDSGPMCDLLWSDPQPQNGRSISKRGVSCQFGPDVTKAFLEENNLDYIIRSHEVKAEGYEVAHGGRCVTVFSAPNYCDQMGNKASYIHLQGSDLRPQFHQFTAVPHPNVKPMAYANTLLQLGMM
CTSL1 counter – blocks F. hepatica cathepsin L1 in PFM18AAP counter-screen; inhibition, % at 5.96 µM; recombinant F. hepatica cathepsin L1, Z-Leu-Arg-MCA fluorescence; 0.49% of 300,000 active;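 active = inhibition above the mean of all tested compounds plus 3 SD, set per screening campaign, cut at about 17% in these data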;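 also: 0% = plate median of test compound wells and 100% = 1 µM Z-Phe-Ala-diazomethylketone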
TPT1 inhibitor – C. albicans TPT1 enzyme inhibition. recombinant caTPT1, FP RNA substrate dephosphorylation. inhibition, % at 5 µM. 0.81% of 300,000 active. AID 1962;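 active = inhibition above the mean of all tested compounds plus 3 SD, set per screening campaign, cut at about 24% in these data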;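 also: plate controls were DMSO alone for no effect and ferristatin control at 100 nM for full effect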
procasp7 counter – counter-screen for procaspase-3 activators: activators of human procaspase-7; activation, % at 8.5 µM; 0.093% of 330,000 active; recombinant procaspase-7, Ac-DEVD-pNA absorbance 405 nm; D23A/D198A/D206A triple mutant, cannot self-cleave; scale: DMSO 0, 5 µM enzyme 100;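 active = percent activation above the screen-wide mean plus 3 SD, cut at about 25% in these data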
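buffer or medium = Zinc-free HEPES/NaCl buffer, pH 7.4 | material = Procaspase-7 triple mutant (PC-7 D3A) | input = 2 µM procaspase-7 mutant as dispensed | signal = Epi-absorbance of released pNA at 405 nm, two timepoints | timing = 1 h preincubation, 2 h reaction | replicates = singlicate compound testing | evaluation = % activation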
AHR act – activators of human aryl hydrocarbon receptor; P35869; AID 2796; 2.5% of 320,000 active; activation, % at 5 µM; AHR-responsive luciferase reporter cells, luminescence; in the data active = activation above about 47%;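 also: 0% = vehicle wells and 100% = reference agonist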
* hit, by the source's call; x = no result given.

entry	SMILES	PP5 primary	procasp7 counter	CTSL1 counter	PP1 counter	AHR act	PAFAH2 inh	proCasp3 act	TPT1 inhibitor	core dimer inh
1	CCc1nnc(NC(=O)CSc2nnc(-c3ccncc3)n2C)s1	1.7	5.7	-0.1	-1.6	-1.3	8.6	3.4	-1.9	-7.8
2	COc1ccc(-c2ccnc3nc(N4CCOCC4)nn23)cc1	2.1	-5.6	4.3	-11.6	10.5	-14.1	-0.5	4.2	-1.3
3	NS(=O)(=O)c1ccc(CCNC(=O)CSc2nc3ccsc3c(=O)n2CC2CCC(C(=O)O)CC2)cc1 (stereo not drawn)	-0.8	-0.9	-1.6	-2.7	5.4	2.3	0.2	-5.8	-4.5
4	CCOC(=O)c1c(C(=O)OCC)c(C)n(N2C(=O)CSC2=S)c1C	-0.8	2.8	4.0	1.4	0.3	-32.0	3.6	4.7	-1.9
5	c1cncc(Oc2cccc(Oc3cccnc3)c2)c1	0.9	2.2	5.0	3.7	17.9	4.7	-11.9	-3.3	3.4
6	COc1ccc(N2CCN(C(CNC(=O)c3ccco3)c3ccco3)CC2)cc1 (stereo not drawn)	0.2	9.3	-0.8	-4.1	1.3	5.3	-4.3	-3.8	1.9
7	CCOc1ccc(C(=O)Nc2cccc3ncccc23)cc1Br	-1.7	6.8	-1.0	-0.6	10.0	1.8	-4.4	1.7	-1.3
8	Cc1ccc(C(O)Cn2nc(C)cc2C)cc1 (stereo not drawn)	-0.6	-7.5	-0.9	2.9	-5.6	-1.1	4.7	-5.7	11.5
9	O=C(COC(=O)c1cc(Br)c(Br)s1)NCCC1=CCCCC1	0.6	-6.3	0.1	0.6	-1.0	-1.9	0.0	-1.2	-9.6
10	COc1ccc(OC)c(Nc2nc(N)nc(CCl)n2)c1	-1.6	7.3	-3.4	-1.9	8.4	0.1	-7.8	-0.4	1.0
11	COc1ccc(C(=O)Nc2ccncc2)cc1S(=O)(=O)N1CCOCC1	2.5	0.7	x	-3.9	7.3	3.7	3.1	x	x
12	Cc1c(/C=N/NC(=O)c2ccc(O)cc2)c2ccccn2c1C(=O)c1ccc(F)cc1	3.2	2.2	-1.3	0.1	3.5	11.8	-7.9	7.5	0.5
13	O=C(CSc1nnc(-c2ccccc2)n1-c1ccc(Cl)cc1)NNC(=S)Nc1ccccc1	4.4	-11.7	-1.6	3.0	3.5	-0.8	-6.0	-3.0	4.8
14	C=CCN(c1ccccc1C(=O)O)S(=O)(=O)/C=C/c1ccccc1	-0.3	-0.7	0.6	1.5	4.0	4.2	-4.9	1.1	-3.4
15	O=C(COc1ccccc1[N+](=O)[O-])NNC(=O)Nc1cccc2ccccc12	3.9	4.9	1.6	3.8	38.2	0.8	1.0	-2.1	-3.0
16	COc1ccccc1CNC(=O)c1ccc(CS(=O)(=O)c2ccccc2)o1	-0.8	5.3	1.2	0.1	-0.6	1.5	7.8	0.8	5.6
17	Cc1ccc(C(=O)NC(=S)NCc2cccnc2)c(C)c1	2.2	-6.2	5.1	-1.2	8.9	3.3	-3.3	-3.6	0.3
18	O=C(N/N=C/c1ccc([N+](=O)[O-])cc1)c1cc(-c2ccc3c(c2)OCO3)n[nH]1	-2.2	1.7	4.3	-5.7	1.3	-1.6	3.2	-0.9	-1.4
19	Cc1sc(NC(=O)CSc2nnc(N)s2)c(C#N)c1C	1.5	0.6	-4.4	-6.0	4.6	-6.9	0.5	6.1	-5.2
20	O=C(COc1cccc(-n2cnnn2)c1)Nc1ccc([N+](=O)[O-])cc1	-2.8	6.7	1.6	-2.2	3.0	5.4	11.4	2.2	-3.5
21	O=C1c2ccccc2C(Nc2ccc(S(=O)(=O)N3CCCCCC3)cc2)N1c1ccccn1 (stereo not drawn)	2.4	1.3	-6.1	-2.5	2.8	3.8	4.8	-3.4	37.9
22	O=C(c1ccc(Cl)cc1)N1CCC(=O)N(C(CO)Cc2ccccc2)CC1 (stereo not drawn)	3.5	-1.6	-0.5	-2.7	3.2	-4.7	5.0	-2.0	3.4
23	O=C(NNC(=O)c1ccc(Oc2cc(Cl)cc(Cl)c2)o1)c1ccccc1	-0.6	-5.7	-4.2	10.3	19.1	-2.3	-6.5	1.3	-1.8
24	CC(c1ccc(C(C)(C)C)cc1)S(=O)CC(O)CO (stereo not drawn)	-1.4	-2.2	0.2	-2.5	-0.4	-1.3	-2.4	-0.1	7.0
25	O=C(C[C@H]1C/C=C\CC[C@@H](Cc2ccc(F)cc2)C(=O)OCCNC1=O)NCCO	x	4.2	x	x	1.8	-18.5	-9.2	x	x
26	CN(C)S(=O)(=O)c1ccc(N2CCCC2)c(C(=O)NCc2cccc(C(F)(F)F)c2)c1	-0.4	3.7	1.0	1.7	0.2	12.3	-5.4	0.7	3.1
27	CN(C(=O)c1ccccc1)c1ccccc1C(=O)NCCc1ccccc1	0.0	2.2	-2.0	-2.6	27.4	0.6	-1.6	-0.5	-2.8
28	C=CCN(C(=O)CNC(=O)c1ccco1)C(C(=O)NC1CCCC1)c1cccs1 (stereo not drawn)	0.9	1.4	-4.7	2.0	0.7	4.0	-0.6	-5.2	-0.2
29	O=C1CC(c2ccc(F)cc2)Cc2nc(N3CCOCC3)ncc21 (stereo not drawn)	0.3	-3.4	4.9	0.3	1.1	-0.4	-2.7	2.1	-10.6
30	COC(=O)C(NC(C)=O)(Nc1ccccc1)C(=O)OC	0.8	-5.3	-1.6	2.0	1.9	1.2	1.9	0.1	-3.5

Later entries
entry	SMILES	PP5 primary	procasp7 counter	CTSL1 counter	PP1 counter	AHR act	PAFAH2 inh	proCasp3 act	TPT1 inhibitor	core dimer inh
31	C/C(=N\NC(=O)Cn1nnc2ccccc21)c1ccco1	-1.2	5.1	-0.7	-3.6	1.4	-3.5	11.5	-2.2	-3.6
32	CCOC(=O)/C=C1\SCC(=O)N1CC(=O)NC12CC3CC(CC(C3)C1)C2	-0.7	19.6	-1.3	-2.3	1.6	-1.7	1.8	-0.9	0.1
33	Cc1cc(NC(=O)CSc2nnc(CNC(=O)c3c(F)cccc3F)o2)no1	0.9	5.5	0.8	-0.3	10.2	-6.1	-0.3	-4.1	-14.7
34	CCCOC(=O)C1C2C=CC(C2)C1C(=O)OCC(=O)c1ccccc1 (stereo not drawn)	-1.4	-8.0	-2.1	0.7	-0.5	-1.7	8.6	-0.6	-3.4
35	CC(C)CNc1ncnc2c1cnn2Cc1ccc(Cl)cc1	0.2	2.4	0.0	-2.6	0.0	x	-11.2	-0.5	0.3
36	O=C(OCCN1CCCCC1)c1ccc(Cl)cc1	-0.6	5.0	1.1	1.2	0.7	2.7	-5.7	-4.0	0.1
37	CC(=O)C1=C(O)C(=O)N(CCc2c[nH]c3ccccc23)C1c1cccc(O)c1 (stereo not drawn)	0.7	-0.6	1.0	5.8	15.4	-3.8	0.2	-2.9	-2.1
38	COc1cc2c(C(=O)NCc3ccccn3)cn(CC(C)C)c(=O)c2cc1OC	1.0	2.6	-4.6	-2.3	4.0	6.2	2.4	2.2	-1.3
39	NS(=O)(=O)c1ccc(CCNC(=S)NC2CCCCC2)cc1	-0.2	-3.1	-7.9	-2.7	3.5	-3.6	5.5	-1.7	0.6
40	C/[N+]([O-])=C\CC(=O)c1ccc(-c2ccccc2)cc1	-2.1	-7.4	-0.8	0.9	0.3	2.3	2.0	13.3	20.0
41	CCc1nc(C)cn1S(=O)(=O)c1cc(F)ccc1OC	-0.1	-0.4	0.5	-1.1	-2.0	4.8	1.7	0.4	-1.9
42	Cc1ccc(NC(=O)COc2cccc(/C=C3\SC(=S)N(CCC(=O)O)C3=O)c2)cc1Cl	1.3	-25.3	1.5	39.0*	7.4	5.8	-5.4	-2.8	20.3
43	COc1ccccc1N1CCN(S(=O)(=O)c2c(C)sc3ncn(CC(=O)NCCN(C)C)c(=O)c23)CC1	-0.1	10.1	0.8	-1.4	-1.4	1.2	-5.1	0.9	-1.0
44	Cc1cccc(N=C2SC(C)CN2C(=O)CN2C(=O)NC3(CCCC3)C2=O)c1 (stereo not drawn)	1.3	-1.7	-1.8	-1.0	2.4	7.3	5.0	-1.2	2.4
45	CC(=O)Nc1ccc(S(=O)(=O)N2CCN(c3ccc([N+](=O)[O-])c(NCCN4CCOCC4)c3)CC2)cc1	2.6	-8.5	0.4	-1.9	-3.4	3.4	0.0	1.9	2.2
46	Cc1sc2nc(C(C)C)nc(SCC(=O)N3CCOCC3)c2c1C	-1.1	-0.9	1.2	-2.3	-1.4	-8.4	10.2	-2.4	1.0
47	Oc1ccccc1Nc1ncnc2c1oc1ccccc12	-1.1	-2.5	3.2	-2.1	19.7	5.1	2.1	-1.5	-1.6
48	COc1cc(NC(=S)NCc2cccnc2)cc(OC)c1	4.2	9.5	-3.5	6.2	38.1	-10.7	-4.3	3.0	-8.3
49	CCc1noc(C)c1C(=O)Nc1nnc(CC(C)C)s1	1.2	4.7	5.6	0.4	4.0	-5.5	1.7	1.0	-3.4
50	Cc1ccccc1CNS(=O)(=O)c1c(C(=O)N2CCCC2)c(C)n(C)c1C	1.6	-14.2	-1.4	1.1	0.2	0.6	3.7	-1.8	1.6
51	CCC(C)NC(=O)c1ccccc1SC (stereo not drawn)	-1.4	-1.3	-2.0	1.3	-1.4	1.1	7.0	-5.4	1.3
52	c1ccc(OCc2noc(CN3CC[C@@H]4CCCC[C@H]4C3)n2)cc1	3.9	-0.9	-5.0	1.7	-0.8	-4.5	7.5	4.1	-0.1
53	COc1ccc(S(=O)(=O)c2c(C)c(NS(=O)(=O)c3ccccc3)cc(C)c2O)cc1	4.4	0.9	2.6	20.7*	0.4	-0.2	0.2	2.2	4.4
54	O=C(NCCC1CCCCN1S(=O)(=O)c1ccc(F)cc1)C(=O)Nc1ccccc1F (stereo not drawn)	1.2	-5.5	-0.5	-3.3	3.1	1.6	-13.0	-0.7	-1.2
55	CN(C)c1cccc(C(=O)NCC2CCCO2)c1 (stereo not drawn)	-0.5	10.2	-3.9	-1.4	3.2	5.4	-8.2	-1.9	-1.1
56	O=C(NC1CC2CCCC(C1)N2C(=O)Nc1ccc(F)cc1)c1ccccc1 (stereo not drawn)	0.7	-4.1	-2.1	1.8	11.9	-0.9	5.7	1.3	-1.9
57	COc1cc2ccccc2cc1C(=O)NC1CCCCC1	1.3	1.9	x	3.2	-1.5	4.5	5.3	x	x

An excerpt from above in order of SMILES length, largest number first.
entry	SMILES	PP5 primary	procasp7 counter	CTSL1 counter	PP1 counter	AHR act	PAFAH2 inh	proCasp3 act	TPT1 inhibitor	core dimer inh
54	O=C(NCCC1CCCCN1S(=O)(=O)c1ccc(F)cc1)C(=O)Nc1ccccc1F (stereo not drawn)	1.2	-5.5	-0.5	-3.3	3.1	1.6	-13.0	-0.7	-1.2
56	O=C(NC1CC2CCCC(C1)N2C(=O)Nc1ccc(F)cc1)c1ccccc1 (stereo not drawn)	0.7	-4.1	-2.1	1.8	11.9	-0.9	5.7	1.3	-1.9
52	c1ccc(OCc2noc(CN3CC[C@@H]4CCCC[C@H]4C3)n2)cc1	3.9	-0.9	-5.0	1.7	-0.8	-4.5	7.5	4.1	-0.1
34	CCCOC(=O)C1C2C=CC(C2)C1C(=O)OCC(=O)c1ccccc1 (stereo not drawn)	-1.4	-8.0	-2.1	0.7	-0.5	-1.7	8.6	-0.6	-3.4
